PKM2 act: increases activity of human pyruvate kinase M2 | P14618 | purified PKM2, Kinase-Glo ATP luminescence, activation; response scale: 0% is enzyme alone, no compound | Potency, µM (doses to about 57.5 µM), inactives show top-dose activation, hits mostly activators | 260,000 tested, 0.34% active; note: potency is the fitted concentration of half-maximal effect; % is set by controls: 0 for no effect and ±100 for the full control effect; nearly all actives have a fitted effect of over 55% in size
Target sequence (P14618 whole entry, looked up): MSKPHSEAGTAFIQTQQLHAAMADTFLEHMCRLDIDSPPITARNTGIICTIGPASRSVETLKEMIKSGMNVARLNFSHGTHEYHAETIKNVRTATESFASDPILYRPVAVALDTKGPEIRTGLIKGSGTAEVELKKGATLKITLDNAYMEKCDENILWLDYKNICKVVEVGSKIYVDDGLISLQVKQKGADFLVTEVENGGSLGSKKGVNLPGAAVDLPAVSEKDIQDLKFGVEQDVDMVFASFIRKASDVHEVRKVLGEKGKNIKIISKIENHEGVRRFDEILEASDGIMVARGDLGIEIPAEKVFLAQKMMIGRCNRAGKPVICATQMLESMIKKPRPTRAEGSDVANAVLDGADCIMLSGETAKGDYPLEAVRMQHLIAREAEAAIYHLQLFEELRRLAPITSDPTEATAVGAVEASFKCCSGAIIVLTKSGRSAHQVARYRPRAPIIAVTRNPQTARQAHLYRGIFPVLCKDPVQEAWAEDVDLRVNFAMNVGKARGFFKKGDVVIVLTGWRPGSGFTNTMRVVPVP
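Purified hPK-M2 (>95% pure) converted ADP (0.1 mM final) to ATP with 0.5 mM PEP in 50 mM imidazole pH7.2, KCl, MgCl2, Tween 20, BSA; 1 h at room temperature. ATP detected by Kinase-Glo luminescence.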
Gal4-VP16 FLuc: counter-screen for ROR gamma inhibitors: Gal4-VP16 reporter. 310,000 tested, 3.5% active. Drosophila S2 Gal4-VP16 UAS-luciferase, luminescence, 20 h. AID 2546. Potency, µM (series often up to 53.6 µM), inactives show at the top dose activity, negative = inhibition, usual class: inhibitors;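 note: Gal4-VP16 expression switched on by copper sulfate through the metallothionein promoter; potency is the fitted concentration of half-maximal effect; % is set by controls: 0 for no effect and ±100 for the full control effect; nearly all actives have a fitted effect of over 50% in size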
Rab9 promoter act: Rab9 promoter activation; Huh7 Rab9 promoter-luciferase reporter, luminescence, 24 h; Potency, µM (highest dose often 9.22 µM), for the others: at the top dose activation, negative = inhibition, actives largely listed as activators; 320,000 tested, 2.8% active; note: potency is the fitted concentration of half-maximal effect; % of control where 0% means no effect; nearly all actives have a fitted effect of over 60% in size
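Huh7 reporter line, Rab9 promoter upstream of luciferase. Compound exposure 24 h at 37 °C in reduced-serum medium with 10% FBS. Read-out: luminescence.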
MBNL1-CUG inh: MBNL1-poly(CUG) RNA binding inhibition | Q9NR56 | TR-FRET MBNL1-His/biotin-(CUG)12 binding, 665/545 ratio | Potency, µM (doses to about 57.5 µM), for inactives: at the highest dose activity change, negative = inhibition, usual class: inhibitors | 280,000 tested, 0.036% active | AID 2675; active = well fitted inhibition curve with a large enough effect in the signal ratio, with a control signal flat, not every such curve was filed as active; inconclusive = small, poorly fitted or top-dose-only effect, or effect the other way, or a change in a side signal; inactive = no such curve, though single readings can be large or run the other way; the % refers to the signal ratio; note: potency is the fitted concentration of half-maximal effect; % is set by controls: 0 for no effect and ±100 for the full control effect
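Compound titration spanned 92 nM–58 uM against the MBNL1-His/biotin-(CUG)12 complex. After 60 min at room temperature with 5 nM streptavidin-XL665 and 0.055 ng/ul terbium anti-His, ratiometric 665/545 nm emission (Ex 340 nm) normalized to controls.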
RORgamma inh: blocks mouse ROR gamma transcriptional activity; Drosophila S2 Gal4-RORgamma UAS-luciferase reporter, 20 h; Potency, µM (doses to about 53.6 µM), without a hit: at the top dose activity change, negative = inhibition, most hits filed as inhibitors; 310,000 tested, 5.4% active; P51450; note: potency is the fitted concentration of half-maximal effect; % is set by controls: 0 for no effect and ±100 for the full control effect; nearly all actives have a fitted effect of over 60% in size
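Drosophila S2 cells stably expressing Gal4-DBD/mouse RORγ fusion under metallothionein promoter plus UAS-luciferase; compound 1 h, then 700 uM CuSO4 induction for 20 h at ambient temperature; inhibition read as reduced luminescence.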
FLuc modulator: inhibits or activates purified firefly luciferase, miR-21 counter-screen. P08659. purified FLuc, Km substrates, luminescence inhibition. Potency, µM (top dose mostly 57.5 µM), for the others: at the highest dose activity change, negative = inhibition, hits mostly inhibitors. 360,000 tested, 6.9% active;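 note: potency is the fitted concentration of half-maximal effect; plate controls were vehicle for no effect and reference inhibitor for full effect; nearly all actives have a fitted effect of over 55% in size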
Target sequence (P08659 whole entry, looked up): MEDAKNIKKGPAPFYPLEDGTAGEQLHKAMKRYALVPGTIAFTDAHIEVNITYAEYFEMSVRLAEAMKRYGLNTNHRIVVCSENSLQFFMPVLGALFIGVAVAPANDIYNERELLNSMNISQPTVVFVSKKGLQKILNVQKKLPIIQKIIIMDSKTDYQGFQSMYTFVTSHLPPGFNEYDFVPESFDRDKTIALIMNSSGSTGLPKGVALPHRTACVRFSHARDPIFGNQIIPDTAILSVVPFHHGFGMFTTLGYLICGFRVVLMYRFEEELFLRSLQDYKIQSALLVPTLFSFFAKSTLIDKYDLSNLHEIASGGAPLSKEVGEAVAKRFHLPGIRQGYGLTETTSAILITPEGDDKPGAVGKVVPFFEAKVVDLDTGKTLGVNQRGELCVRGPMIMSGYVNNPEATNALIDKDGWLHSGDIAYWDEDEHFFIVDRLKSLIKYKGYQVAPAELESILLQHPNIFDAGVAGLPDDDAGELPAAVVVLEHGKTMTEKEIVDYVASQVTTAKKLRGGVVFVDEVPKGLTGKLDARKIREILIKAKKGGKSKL
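Biochemical qHTS of compounds, final roughly 60 µM downward over six points, against 10 nM purified firefly luciferase using Km concentrations of substrates (10 uM D-luciferin, 10 uM ATP) in Tris acetate pH 7.5 buffer; luminescence output.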
KCNH2 3.1 block: KCNH2 3.1 (human) potassium channel inhibition | AID 720553 | U2OS KCNH2 3.1, thallium flux FluxOr; stronger effect = lower value | activity change, % (tested at about 1.8 µM) | 340,000 tested, 0.95% active;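 active = maximum activity change below -70%; inconclusive = maximum activity change from -70% to -50%; inactive = maximum activity change above -50%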;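 note: thallium influx rate constant from kinetic fluorescence after stimulation buffer; % is set by controls: 0 for no effect and ±100 for the full control effect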
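Steps: virus added to U2OS suspension (4 h, RT, dark); medium with 10% FBS added, cells plated, 37 C overnight; FluxOr/Red40 loading buffer 45 min RT; stimulation buffer, 2 min kinetic read; rate constant normalized.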
Menin MLL FP TR: menin-MLL binding inhibition, Texas Red mutant peptide; Potency, µM (highest dose often 61.6 µM), for inactives: at the top dose FP activity change, negative = inhibition, actives largely listed as inhibitors; Menin + Texas Red MLL mutant peptide, fluorescence polarization; 270,000 tested, 0.23% active; O00255; active = well fitted inhibition curve with a large enough effect in the polarisation, with a control signal flat, not every such curve was filed as active; inconclusive = small, poorly fitted or top-dose-only effect, or effect the other way, or a change in a side signal; inactive = no such curve, though single readings can be large or run the other way; the % refers to the polarisation; note: potency is the fitted concentration of half-maximal effect; % of control where 0% means no effect; many of its hits are not listed in these tables
NPC1 promoter act: activates the NPC1 promoter | Huh7 NPC1 promoter luciferase reporter, 24 h | Potency, µM (doses to about 9.22 µM), for the others: top-dose activation, most hits filed as activators | 320,000 tested, 2.4% active;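 note: potency is the fitted concentration of half-maximal effect; % of control where 0% means no effect; nearly all actives have a fitted effect of over 60% in size; reporter is driven by a mutant NPC1 promoter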
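Compounds in DMSO were transferred onto Huh7 NPC1-luciferase reporter cells pre-incubated 2 h; after 24 h at 37 °C, Amplite reagent was dispensed and luminescence recorded 10 min later.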
Mito fusion yeast: mitochondrial division inhibition or fusion activation; S. cerevisiae fusion-defective mutant growth rescue, CellTiterGlo 48 h; Potency, µM (doses to about 46.1 µM), for inactives: at the highest dose growth rescue (activation), hits mostly activators; 320,000 tested, 0.23% active; AID 485298;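 note: potency is the fitted concentration of half-maximal effect; % of control where 0% means no effect; nearly all actives have a fitted effect of over 45% in size; temperature-sensitive fusion mutants such as fzo1-1 at 37 °C on non-fermentable ethanol glycerol medium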
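Compounds are tested for their ability to restore growth of mitochondrial fusion-defective yeast strains at non-permissive 37C in YPEG medium over 48 hours. Viability is quantified by luciferase luminescence.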
ELG1 repair inh: inhibitors of ELG1-dependent DNA repair in HEK293T cells. 330,000 tested, 2.3% active. Potency, µM (highest dose often 46.1 µM), for inactives: at the highest dose activity change, negative = inhibition, actives largely listed as inhibitors. AID 504467. HEK293T ELG1-luciferase reporter, luminescence, 16 h; DNA damage induced by 5-fluorouridine; note: potency is the fitted concentration of half-maximal effect; % is set by controls: 0 for no effect and ±100 for the full control effect; nearly all actives have a fitted effect of over 55% in size
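HEK293T cells expressing luciferase-tagged ELG1 (2,000/well) received 5-Fluorouridine plus compound or DMSO for 16 hr at 37 °C. Luciferase was read by ONE-Glo luminescence after 30 min at room temperature.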
The depositor's hits bear a star; ? = inconclusive; · = not tested or not shown; & = joins results of further samples; [ ] = dose if it differs, or a comment. Unless noted, calls come from the whole dose curve; as a rule, active = well fitted curve in the direction sought with a large enough effect; inconclusive = small, poorly fitted or top-dose-only effect, or another doubt; inactive = no such curve, though single readings can be large; an effect the other way counts as inactive or inconclusive. Not all compounds are listed; count on the stated rates, not on these rows.

SMILES	PKM2 act	Gal4-VP16 FLuc	Rab9 promoter act	MBNL1-CUG inh	RORgamma inh	FLuc modulator	KCNH2 3.1 block	Menin MLL FP TR	NPC1 promoter act	Mito fusion yeast	ELG1 repair inh
Cc1ccc(C)c(NC(=O)C(c2ccccc2)N2CCOCC2)c1 (stereo not given)	1%	7%	-4%	3%	0%	5%	-15	2%	2%	1%	-1%
Cc1onc(-c2c(F)cccc2Cl)c1C(=O)Nc1nnc(C2CC2)s1	-15%	-10%	-2%	-22%	24%	-2%	6	1%	-1%	11%	-30%
Cc1ccc(N=Nc2c(C)[nH]n(-c3ccccc3)c2=O)cc1	8%	5%	-2%	-1%	7%	-3%	-7	7%	-9%	-4%	12%
COC(=O)c1ccc(COc2ncnc3sccc23)cc1	·	-9%	0%	4%	14%	0%	-9	0%	-1%	-3%	?
Cc1ccc(/C=N/NC(=O)CSc2nnc(-c3ccccc3)n2-c2ccc(Cl)cc2)o1	20%	-18%	2%	12%	?	3%	·	?	-1%	-2%	?
CCCN1C2CCCC1CC(NC(=O)c1ccc(OC)cc1)C2 (stereo not given)	-1%	2%	0%	1%	-3%[1.91 µM]	-1%	-2	10%	-1%	0%	-6%
CCOC(=O)CSc1n[nH]c(-c2ccco2)n1	0%	-13%	-10%	-3%	0%	4%	-3	0%	-3%	1%	-1%
CC1(C)c2[nH]c3ccccc3c2C[C@H]2C(=O)N(CCCO)CC(=O)N21	·	9%	-1%	1%	-18%	4%	14	15%	-4%	0%	9%
COc1cc(NC(=O)c2cccs2)c(OC)cc1NC(=O)Cc1ccccc1	2%	-4%	-3%	-2%	?	-1%	5	4%	-1%	26%	-3%
O=C1/C(=C/c2ccc([N+](=O)[O-])cc2)C=C(c2ccccc2)N1c1ccccc1	-30%	10%	1%	10%	12%	0%	-4	?	2%	1%	0%
Cc1c(O)ccc2c(CC(=O)N[C@@H](Cc3ccc(O)cc3)C(=O)O)cc(=O)oc12	·	3%	-2%[1.84 µM]	6%	7%	5%	13	-15%	-4%	2%	12%
CC(C)(C)C(=O)O/N=C1/C(=O)N(c2ccccc2)c2ccccc21	3%	-19%	-3%	13%	-40%	1%	-9	-16%	-1%	5%	12%
COc1ccc(CNC(=O)CC(C)CC2=NS(=O)(=O)c3ccccc3N2)cc1 (stereo not given)	-13%	0%	0%	-9%	32%	-6%&-6%	-5	-13%	0%	-2%	-10%
COc1ccc(CNC(=O)CSCc2cnn(-c3ccccc3)c2-n2cccc2)cc1	-3%	13%	-22%	1%	14%	0%	1	?	9%	6%	-29%
COc1ccc(-n2c(Cc3cc(=O)[nH]c(=O)[nH]3)nnc2SCc2ccccc2)cc1	2%	5%	7%	6%	-15%	0%	-5	1%[11.7 µM]	5%	1%	2%
Cc1ccc(C(=O)COC(=O)CCCC(=O)NC2CCCCC2)cc1[N+](=O)[O-]	3%	-8%	-4%	·	24%	-9%	1	-3%	-3%	-4%	-1%
Cc1ccccc1Nc1nc(Cl)c(C=O)s1	-2%	-11%	-2%	?	5%	-20%	11	11%	-4%	1%	-12%
O=C(Nc1cc(Cl)ccc1N1CCCC1)C1=COCCO1	·	·	-4%	·	·	3%	-2	·	-5%	18%	14%
Cc1ccc(C)n1NC(=O)c1ccccc1Cl	14%	7%	0%	-2%	5%	-1%	-6	23%	0%	-5%	-5%
Cc1ccc(Cl)cc1NC(=O)CN1C(=O)COc2ccc(S(=O)(=O)N3CCOCC3)cc21	·	-5%	-3%	-2%	-10%	-2%&-3%	-7	19%	-1%	-1%	-6%
CC(C)(C)c1ccc(/C=N/N2C(=O)CSC2=S)cc1	-2%	?	16%	4%	10µM*	17µM*	-23	36%[activator]	12%	4%	?
Cc1ccc(Cn2c(=N)c(C(=O)NCC3CCCO3)cc3c(=O)n4ccccc4nc32)cc1 (stereo not given)	0%	4%	2%	?	-26%	-2%	-45	-17%	-3%	2%	-5%
Cc1nc([N+](=O)[O-])cn1-c1ccc(N)cc1	8%	1%	-2%	?	23%	6%	4	1%	0%	-5%	8%
O=C(CCNC(=O)c1ccc(Br)cc1)NCc1ccco1	·	·	-4%	·	·	0%	-9	·	-4%	-2%	17%
O=C(Cn1cnc2cc([N+](=O)[O-])ccc2c1=O)NCc1ccccc1	4%	-13%	-1%	?	9%	5%	-9	15%	-7%	-7%	?
CC(C)c1nn2c(=O)cc(CSc3ccccc3NC(=O)c3ccccc3F)nc2s1	·	6%	3%	-13%	-4%	5%	13	-22%	-6%	?	9%
COc1cc2c(cc1OC)CN(CC(=O)Nc1ccc(C#N)cc1)CC2	-2%	-17%	-3%	-4%	10%	0%	1	·	0%	-12%	?
CCCCn1c(=O)c(C(=O)OCC)c(O)c2ccccc21	4%	7%	-2%	0%	-24%	2%	0	1%	3%	18%	0%
CN(C)CCCNC(=O)N1c2ccccc2Sc2ccccc21	-4%[11.5 µM]	1%	0%	8%	-16%	5%	33	-2%	1%	1%	12%
O=C(NNCC(O)COc1ccccc1)c1ccccc1 (stereo not given)	-4%	7%	3%	-7%	31%	-4%	·	1%	-2%	-5%	16%
COc1ccc(NC(=O)CCn2ccnc2)c(OC)c1	·	-12%	-1%	-8%	-6%	0%	-2	16%	0%	9%	21%
Cc1nnc(NC(=O)Nc2cccc(Cl)c2)s1	3%	5%[0.365 µM]	?	-4%	?	?	8	13%	?	9%	-6%
CN(C)CCOc1ccccc1C(C)(C)C	-3%	3%	5%	-7%	-12%	-1%	5	-10%	0%	-2%	3%
Cc1nn(C(=O)c2cccnc2)c(C)c1C	0%	-8%	3%	1%	-7%	1%	-7	-18%	6%	-1%	-8%
COC(=O)c1cn(C(=O)OC)c2ccccc12	26%	-12%	1%	3%	-37%	3%	0	?	-7%	-3%	?
CC[C@@H](C)[C@H](NC(=O)CCc1c(C)c2cc3c4c(oc3c(C)c2oc1=O)CCCC4)C(=O)O	·	-18%	6%	-5%	-30%	-20%	3	3%	5%	17%	18%
O=C(NC1CCCCC1)NC1CC2CCCC(C1)N2C1CCCC1 (stereo not given)	-2%	-7%	0%	-7%	9%	3%	-14	?	0%	-2%	-10%
CCc1nnc(NC(=O)CN2CCN(CC)CC2)s1	1%	-7%	2%	4%	-42%	8%	-17	5%	1%	1%	-1%
Cc1ccc2nsnc2c1NC(=O)c1ccccc1[N+](=O)[O-]	-9%	?	-2%	?	8%	-1%	8	2%	-3%	-1%	-10%
Cc1sc(NC(=O)c2ccco2)c(C(c2ccncc2)N2CCOCC2)c1C (stereo not given)	1%	3%	0%	-19%	16%	6%	1	5%	-5%	1%	14%

Five structures already listed, sorted by molecular weight, low to high:
SMILES	PKM2 act	Gal4-VP16 FLuc	Rab9 promoter act	MBNL1-CUG inh	RORgamma inh	FLuc modulator	KCNH2 3.1 block	Menin MLL FP TR	NPC1 promoter act	Mito fusion yeast	ELG1 repair inh
COC(=O)c1cn(C(=O)OC)c2ccccc12	26%	-12%	1%	3%	-37%	3%	0	?	-7%	-3%	?
O=C(CCNC(=O)c1ccc(Br)cc1)NCc1ccco1	·	·	-4%	·	·	0%	-9	·	-4%	-2%	17%
Cc1onc(-c2c(F)cccc2Cl)c1C(=O)Nc1nnc(C2CC2)s1	-15%	-10%	-2%	-22%	24%	-2%	6	1%	-1%	11%	-30%
Cc1c(O)ccc2c(CC(=O)N[C@@H](Cc3ccc(O)cc3)C(=O)O)cc(=O)oc12	·	3%	-2%[1.84 µM]	6%	7%	5%	13	-15%	-4%	2%	12%
CC(C)c1nn2c(=O)cc(CSc3ccccc3NC(=O)c3ccccc3F)nc2s1	·	6%	3%	-13%	-4%	5%	13	-22%	-6%	?	9%
